Screening results (PubChem)
NCI-60 one-dose screen, 48 h, at 10 µM unless noted. Numbers give growth in % (100 = growth as untreated, 0 = no growth, -100 = all killed).
SK-MEL-28 – SK-MEL-28 melanoma; 81,000 tested, 4.1% active
SK-MEL-2 – SK-MEL-2 melanoma; 77,000 tested, 4.7% active
HS 578T – HS 578T breast cancer; 78,000 tested, 4.1% active
SK-MEL-5 – SK-MEL-5 melanoma; 80,000 tested, 6.4% active; AID 1794755
UACC-62 – UACC-62 melanoma; 81,000 tested, 5.4% active
UACC-257 – UACC-257 melanoma | 78,000 tested, 4.4% active | AID 1794764
LOX IMVI – LOX IMVI melanoma; 79,000 tested, 7.4% active; AID 1794757
MALME-3M – MALME-3M melanoma. 78,000 tested, 5.8% active
Active calls of the source: *; nt = no result given; & = joins results of further samples. How the source made its calls: active means growth percent below 10; inactive means the rest.

#	SMILES	SK-MEL-28	SK-MEL-2	HS 578T	SK-MEL-5	UACC-62	UACC-257	LOX IMVI	MALME-3M
1	[O-][n+]1onc2ccccc21	108	103	104	103	101	105	116	115
2	C[C@]12CCc3sc(-c4ccccc4O)nc3C1=CC[C@@H]1[C@@H]2CC[C@]2(C)C(=O)CC[C@@H]12	113	105	105	110	94	107	104	102
3	CN1CCC(O)(c2ccc(F)cc2)C(C(=O)c2ccc(F)cc2)C1 (configuration not stated)	121	91	101	102	100	106	94	85
4	O=C(O)C(O)C(O)C1[O][Sb]([c]2ccc([N+](=O)[O-])cc2)[O]C1CO (configuration not stated)	106	115	94	103	92	96	101	116
5	COc1cc(C=C(C#N)C#N)ccc1O	112	121	114	104	105	99	87	117
6	C=CCN=C=S	112	113	109	105	99	107	nt	112
7	COc1cc(=O)oc(/C=C/C=C/C=C/C(C)=C\C2(C)OC(C)C(C)(O)C2O)c1C (configuration not stated)	nt	125	nt	112	93	101	108	100
8	C[N+]12CCC34C5=CC(=O)C(=O)C=C5[N+]5(C)C(=O)CC6OCC=C(C1)C(CC32)C6C45 (configuration not stated)	108	120	nt	97	106	113	118	99
9	Oc1c(Cl)c(Cl)c(Cl)c(Cl)c1Cl	107	98	106	91	101	101	96	111
10	N#CCCCCl	94	129	122	103	109	96	101	95
11	CC[C@H](C)[C@H](NC(=O)[C@H]1CCCCN1C)C(=O)N(C)[C@H](C[C@@H](OC(C)=O)c1nc(C(=O)NC23C4C5C2C2C3C4C52C(=O)OC)cs1)C(C)C (some centres not stated)	59	40	34	-57*	44	46	7.1*	57
12	CCC(O)(COC(N)=O)c1ccccc1 (configuration not stated)	119	98	122	114	100	103	106	104
13	COS(=O)(=O)c1ccccc1	113	101	110	108	102	101	102	111
14	O=CN1N=C(c2ccccc2)CC1c1sc(N(CCCl)CCCl)nc1Cl (configuration not stated)	99	77	90	98	67	97	99	111
15	CC(C)[C@H](NC(=O)c1cn(Cc2ccccc2)c2ccccc12)C(N)=O	111	102	104	nt	99	94	94	103
16	Nc1ccccc1P(=O)(O)O	104	94	78	98	93	67	107	101
17	CC(C)CS(=O)(=O)C(c1ccccc1)c1ccccc1	100	138	103	102	94	107	96	83
18	O=C1C(Br)CS(=O)(=O)CC1Br (configuration not stated)	99	96	95	97	103	118	104	87
19	Cc1ccc(-n2c(=S)[nH]c3ccc(C)cc3c2=O)cc1	102&99	83&118	108&103	101	105&96	102&93	92&91	95&113
20	CCCCCCOC(CN)C(Cl)(Cl)Cl (configuration not stated)	101	114	113	93	103	92	104	91
21	O=P1(NCCCl)OCCCN1CCCl (configuration not stated)	116	100	93	112	107	116	100	120
22	BrCc1ccc2ncccc2c1	117	132	nt	109	118	94	98	115
23	O=[N+]([O-])c1ccc(O)c(CCl)c1	110	119	124	109	112	107	101	117
24	COC12c3ccccc3-c3ccccc3C1[C@@H](C(=O)O)[C@H]2C(=O)O (some centres not stated)	107	95	108	101	102	121	95	100
25	CCCCN(CCCC)CCc1ccc(O)cc1	125	93	111	114	108	103	98	89

An excerpt of these results, with one line to a screen.
(1) [O-][n+]1onc2ccccc21
(2) C[C@]12CCc3sc(-c4ccccc4O)nc3C1=CC[C@@H]1[C@@H]2CC[C@]2(C)C(=O)CC[C@@H]12
(3) CN1CCC(O)(c2ccc(F)cc2)C(C(=O)c2ccc(F)cc2)C1 (configuration not stated)
(4) O=C(O)C(O)C(O)C1[O][Sb]([c]2ccc([N+](=O)[O-])cc2)[O]C1CO (configuration not stated)
(5) COc1cc(C=C(C#N)C#N)ccc1O
(6) C=CCN=C=S
(7) COc1cc(=O)oc(/C=C/C=C/C=C/C(C)=C\C2(C)OC(C)C(C)(O)C2O)c1C (configuration not stated)
(8) C[N+]12CCC34C5=CC(=O)C(=O)C=C5[N+]5(C)C(=O)CC6OCC=C(C1)C(CC32)C6C45 (configuration not stated)
screen / no. | 1 | 2 | 3 | 4 | 5 | 6 | 7 | 8
SK-MEL-28 | 108 | 113 | 121 | 106 | 112 | 112 | nt | 108
SK-MEL-2 | 103 | 105 | 91 | 115 | 121 | 113 | 125 | 120
HS 578T | 104 | 105 | 101 | 94 | 114 | 109 | nt | nt
SK-MEL-5 | 103 | 110 | 102 | 103 | 104 | 105 | 112 | 97
UACC-62 | 101 | 94 | 100 | 92 | 105 | 99 | 93 | 106
UACC-257 | 105 | 107 | 106 | 96 | 99 | 107 | 101 | 113
LOX IMVI | 116 | 104 | 94 | 101 | 87 | nt | 108 | 118
MALME-3M | 115 | 102 | 85 | 116 | 117 | 112 | 100 | 99

(9) Oc1c(Cl)c(Cl)c(Cl)c(Cl)c1Cl
(10) N#CCCCCl
screen / no. | 9 | 10
SK-MEL-28 | 107 | 94
SK-MEL-2 | 98 | 129
HS 578T | 106 | 122
SK-MEL-5 | 91 | 103
UACC-62 | 101 | 109
UACC-257 | 101 | 96
LOX IMVI | 96 | 101
MALME-3M | 111 | 95

Next part
#	SMILES	SK-MEL-28	SK-MEL-2	HS 578T	SK-MEL-5	UACC-62	UACC-257	LOX IMVI	MALME-3M
26	CNCc1cccnc1	120	112	107	106	108	105	98	124
27	N#Cc1ccc([N+](=O)[O-])cc1	113	nt	107	106	104	100	99	102
28	O=P(Oc1ccccc1)(Oc1ccccc1)c1ccccc1	116	110	105	97	88	93	89	130
29	CC(C)c1cc(C(C)C)c(CCN(C)C)c(C(C)C)c1	99	114	82	109	101	118	93	110
30	COc1ccc(C(O)(C(=O)OCC[N+]2(C)CCCCC2)c2ccc(OC)cc2)cc1	106	nt	85	93	101	94	97	108
31	CC(C)(c1ccc(OP2(=O)OCC3(CC=CCC3)CO2)cc1)c1ccc(OP2(=O)OCC3(CC=CCC3)CO2)cc1 (configuration not stated)	87	83	81	65	77	87	90	84
32	COc1cccc(-c2nc3c(s2)C2=CC[C@@H]4[C@H](CC[C@]5(C)C(=O)CC[C@@H]45)[C@@]2(C)CC3)c1	107	105	103	105	102	112	97	104
33	CCc1ccccc1[C@H]1C[C@]2(C)CCO[C@@H]2OO1	107	92	98	101	96	95	103	97
34	COc1cc(C2CC(=O)Nc3nc(N)[se]c32)cc(OC)c1OC (configuration not stated)	111	89	82	99	117	100	105	105
35	CCCCCC(C)NC (configuration not stated)	103	104	106	100	103	89	97	95
36	C#CCOC(=O)CCN1CC1	113	110	108	105	110	104	93	107
37	O=C1c2ccccc2C(=O)C(Cl)C1Cl (configuration not stated)	88	111	nt	86	71	0.9*	nt	-98*
38	C#C[C@@]1(O)CC[C@@]2(C)[C@@H](CC[C@@H]3[C@@H]2CC[C@]2(C)[C@@H](O)CC[C@@H]32)C1	110	nt	86	102	100	108	82	101
39	CC(=O)O[C@H]1C[C@H](O[C@H]2[C@@H](O)C[C@H](O[C@H]3[C@@H](O)C[C@H](O[C@H]4CC[C@@]5(C)C(CCC6C5C[C@@H](O)[C@]5(C)[C@@H](C7=CC(=O)OC7)CC[C@]65O)C4)O[C@@H]3C)O[C@@H]2C)O[C@H](C)[C@H]1O[C@@H]1O[C@H](CO)[C@@H](O)[C@H](O)[C@H]1O (some centres not stated)	-70*	nt	2.4*	-100*	-94*	-100*	-97*	-36*
40	NP(=O)(Nc1ccccc1)Nc1ccccc1	116	104	112	101	96	103	100	109
41	CC(=O)O[C@H]1CC[C@H]2[C@@H]3CC=C4C=C(Cl)CC[C@]4(C)[C@H]3CC[C@]12C	107	89	86	97	86	75	96	99
42	CCCC(C)C1(CC)C(=O)NC(=O)NC1=O (configuration not stated)	107	nt	101	102	101	100	116	100
43	Cn1cc(C=O)c2nccnc21	94	123	100	104	102	102	94	106
44	c1c(N2CC2)cc(N2CC2)cc1N1CC1	107	116	130	108	100	98	107	126
45	CC(C)(C(Cl)(Cl)[N+](=O)[O-])C(Cl)(Cl)[N+](=O)[O-]	116	80	95	100	99	76	99	91
46	CCCN1CC(Br)C(=O)NC1=O (configuration not stated)	102	80	90	88	90	99	70	105
47	C#CC[Se]C(=O)c1ccc(C(=O)[Se]CC#C)s1	104	126	92	97	92	91	93	98
48	COCC1OC2OC3C(COC)OC(OC4C(COC)OC(OC5C(COC)OC(OC6C(COC)OC(OC7C(COC)OC(OC8C(COC)OC(OC1C(O)C2O)C(O)C8O)C(O)C7O)C(O)C6O)C(O)C5O)C(O)C4O)C(O)C3O (configuration not stated) (tested in a mixture with another compound)	112	66	105	103	107	117	102	127
49	CN(C(=O)Oc1cccc2ccccc12)C1C=CCC1 (configuration not stated)	117	95	106	101	90	102	93	118
50	C[N+]1([O-])C2CCC1CC(O)C2 (configuration not stated)	112	24	97	106	103	101	101	61
51	CNC(=O)Oc1c(C)ccc2ccccc12	123	94	107	103	106	113	92	105
52	COc1ccc(C(=O)CN)cc1	116	105	95	97	96	107	98	107
53	C=CC(O)CN1CC1CC (configuration not stated)	105	nt	97	115	93	89	93	110
54	COP(=O)(CCl)OC	104	89	108	117	99	98	102	93
55	COC(=O)C1(C(=O)OC)N=C(C)OO1	110	nt	109	103	104	96	112	110
56	COc1cc(-n2c(=S)[nH]c3ccc(Br)cc3c2=O)cc(OC)c1OC	117	112	94	99	93	109	nt	109
57	CCCC(C)CC1(CCO)C(=O)NC(=S)NC1=O (configuration not stated)	110	94	80	99	98	108	102	nt
58	C=CCc1cc2c(cc1OCC)OCO2	102	104	93	103	108	105	94	116
59	Cc1cc[n+](CCc2ccccc2)cc1	101&103	107	105	93	116&102	95&103	nt	89&75
60	O=C(/C=C/c1ccc(Cl)cc1Cl)c1nc2ccccc2n1Cc1ccc(F)cc1	74	95	nt	74	40	66	nt	69
61	C[N+](C)(C)CCOc1ccccc1	108	103	107	89	103	104	108	105
62	CCCCCCCCCCCCCCCCCC1OC[C@H](COC(=O)O[C@@H](C(=O)O[C@H]2C[C@@]3(O)[C@@H](OC(=O)c4ccccc4)[C@@H]4[C@]5(OC(C)=O)CO[C@@H]5C[C@H](O)[C@@]4(C)C(=O)[C@H](OC(C)=O)C(=C2C)C3(C)C)[C@@H](NC(=O)c2ccccc2)c2ccccc2)O1 (some centres not stated)	56	75	61	76	47	72	nt	59
63	Clc1c(Cl)c(Cl)c2c(c1Cl)Oc1c(Cl)c(Cl)c(Cl)c(Cl)c1O2	106	111	99	107	104	104	95	99
64	CCCC1OP(=O)(N(CCOC(C)=O)CCOC(C)=O)OCC1CC (configuration not stated)	99	87	134	103	111	103	108	122
65	CC(C)(C#N)C(C)(C)C#N	113	140	104	103	103	102	nt	109
66	CCCCNCCc1ccccn1	104	87	107	111	109	95	97	101
67	CC(=O)Oc1ccccc1C(=O)[Se]C(=NC(C)C)NC(C)C	-85*	-79*	-16*	-84*	-44*	-95*	-80*	-44*
68	C/C=C(/C)C(=O)O[C@H]1CC[C@@]2(C)[C@@H]3CC[C@H]4[C@]5(O)C[C@H](O)[C@@]6(O)[C@@H](CN7C[C@@H](C)CC[C@H]7[C@@]6(C)O)[C@]5(O)C[C@@]42O[C@@]13O	124	0.6*	116	102	127	102	104	93
69	CC(Cl)CNC1CCCCC1 (configuration not stated)	109	107	126	103	96	95	104	103
70	CC(C)(c1ccccc1)c1ccc(O)cc1	104	100	95	101	89	100	91	90
71	COc1cc2c(cc1OC)CNCC2	114	93	110	97	99	77	93	99
72	CC(C)c1cccc(C(C)C)c1OCC[N+](C)(C)C	108	105	92	97	93	97	99	123
73	CCOc1cc(C=C2C(=O)NC(=S)NC2=O)ccc1O	115	108	111	103	98	105	108	110
74	ClCCN(CCCl)c1ccc(/C=N/Nc2ncnc3nc[nH]c23)cc1	117	nt	151	75	74	106	66	106
75	O=C(Cc1ccccc1)OCC(Br)CBr (configuration not stated)	107	85	106	108	98	86	99	103
76	CC1(CCCc2ccc(N(CCCl)CCCl)cc2)NC(=O)NC1=O (configuration not stated)	111	100	101	91	83	91	70	87

An excerpt (hit frequency here may not be typical).
